Anthrax LF inh2: blocks Bacillus anthracis lethal factor protease; P15917; actives 0.12% (n = 360,000); AID 588501; multiplex microsphere protease cleavage assay, LF; inhibition, % at 10 µM; further: plate controls were buffer without enzyme for full effect and enzyme alone for no effect
BoNT-F LC inh: blocks Botulinum neurotoxin F light chain protease; Multiplex microsphere protease cleavage assay, flow cytometry; actives 0.22% (n = 360,000); inhibition, % at 10 µM; in the data active means inhibition above about 35%, passing the limit was not always enough; inconclusive means no clear call, values can overlap the other calls; further: plate controls were buffer without enzyme for full effect and enzyme alone for no effect
FadD28 FP inh: inhibitors of Mycobacterium tuberculosis FadD28 bisubstrate binding; FadD28 bisubstrate probe binding, fluorescence polarization; inhibition, % at 12.5 µM; actives 0.22% (n = 360,000); AID 588549; in the data active means inhibition above about 8.5%, passing the limit was not always enough; inconclusive means no clear call, values can overlap the other calls
TcdB inh: TcdB glycohydrolase inhibition; P18177; TcdB glycohydrolase enzymatic assay, plate reader; inhibition, % at 9.99 µM; actives 0.24% (n = 350,000); AID 652162; in the data active means inhibition above about 10%
PrPC surface inh: reduces human prion protein on the cell surface | cell surface PrPC, TR-FRET read-out | P04156 | AID 720596 | actives 0.43% (n = 370,000) | inhibition, % at 13.8 µM; in the data active means inhibition above about 24%; further: 0% = median of the test wells and 100% = reference compound wells
CCHF vOTU inh: blocks the CCHF virus ovarian tumor domain protease; CCHFV vOTU protease, Pep-AMC fluorescence; inhibition, % at 11.5 µM; actives 0.55% (n = 370,000); AID 651958; in the data active means inhibition above about 30%; further: 0% = vehicle wells with enzyme and 100% = no enzyme wells
Yp Topo-I inh: blocks Yersinia pestis topoisomerase I activity | Y. pestis Topo-I cleavage product accumulation, plate reader | activity, % at 10 µM | actives 0.064% (n = 360,000) | AID 504884; in the data active means activity above about 50%, passing the limit was not always enough; inconclusive means no clear call, values can overlap the other calls; further: inactives centre near 2
PfHsp40 yeast: restores yeast growth despite PfHsp40 toxicity; growth rescue, % at 12.5 µM; S. cerevisiae expressing PfHsp40, growth rescue, ATP luminescence; actives 0.68% (n = 340,000); AID 504582; in the data active means growth rescue above about 28%, passing the limit was not always enough; inconclusive means no clear call, values can overlap the other calls;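 further: yeast W303a lacking pdr1 and pdr3 grown in galactose medium; growth measured after three days at 30 °C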
BoNT A protease: BoNT A light chain protease inhibition. multiplex microsphere protease substrate cleavage, flow cytometry. inhibition, % at 10 µM. actives 0.17% (n = 360,000); further: plate controls were buffer without enzyme for full effect and enzyme alone for no effect
* hit, by the source's call; ? = inconclusive; . = not tested or not shown; & = joins results of further samples. Unless noted, no stated cut-off is given here; in the data, active means inhibition above about 30%; inconclusive means no clear call, values can overlap the other calls; inactive means below that.

SMILES	Anthrax LF inh2	BoNT-F LC inh	FadD28 FP inh	TcdB inh	PrPC surface inh	CCHF vOTU inh	Yp Topo-I inh	PfHsp40 yeast	BoNT A protease
O=C(CSc1nnc(SCc2ccc(Cl)cc2)s1)c1ccc2c(c1)OCO2	-1	-6	-2.5	.	3	19	2	2.0	-0.4
CN(Cc1nc2ccccc2c(=O)[nH]1)C(=O)c1ccc(S(=O)(=O)N2CCCC2)cc1	5	0	.	0.5	2	-1	4	-0.8	-4.8
CCCN1CCN(C(=O)Cn2c(=O)oc3cc(S(=O)(=O)NCc4ccccc4)ccc32)CC1	-3	-2	-2.3	1.5	-4	11	-1	-1.4	-0.7
CC(C)CC(c1nc2ccccc2[nH]1)n1c(-c2ccccc2Br)nc2ccccc21 (configuration not stated)	6	-1	-2.0	0.7	4	5	.	.	-0.4
Cc1ccccc1CN(C)C[C@@H]1OCc2cnnn2CCCC(=O)N([C@H](C)CO)C[C@H]1C	0	0	-3.5	0.4&-0.2	8	0	11	.	0.1
COc1ccc2ccccc2c1/C=N/NC(=O)c1ccccc1F	1	?	-2.1	3.2	-22	2	14	3.0	-1.9
C(=N\N(c1ccccc1)c1ccccc1)/c1ccccn1	-2	10	-1.6	0.0	-1	-3	5	0.7	-2.4
COc1ccc(O)c(/C=N/NC(=O)CSc2nnc(C)n2-c2ccccc2)c1	-4	-26	0.2	.	1	3	2	1.7	-0.7
c1ccc(-c2ccc(-c3[nH]ncc3CN3CCC(N4CCSCC4)CC3)cc2)cc1	-1	-2	1.1	1.6	-10	-3	13	0.5	-1.6
Cc1sc(N/N=C/c2cccs2)nc1-c1ccccc1	-4	-17	-1.5	0.5	2	3	-3	-0.1	-2.1
O=C(CSc1ccc2nnc(CCNC(=O)c3ccccc3)n2n1)Nc1ccccc1	2	0	-9.4	-0.4	6	-15	1	0.1	-0.6
NC(=O)c1nsc(C(=O)N(Cc2ccccc2F)C(C(=O)NCC2CCCO2)c2ccc(F)cc2)c1N (configuration not stated)	-2	-26	-1.0	0.7	0	-19	11	-1.4	-1.3
CNc1nc(C)cc(C)c1S(=O)(=O)c1ccc(C)cc1	-4	-6	-4.7	.	-1	9	5	4.1	-0.3
COc1ccc(-c2csc3ncnc(N4CCN(CCO)CC4)c23)cc1	-10	10	-0.3	0.6	-11	-8	10	-1.2	-4.7
CCOc1cc(C2CC(=O)c3c(ccc4ccccc34)N2)ccc1O (configuration not stated)	-5	1	-1.7	.	3	1	10	-0.6	-1.1
CCCN1C(=O)C(O)(c2c(C)[nH]c3ccccc23)c2ccccc21 (configuration not stated)	4	-15	0.3	0.6	-7	-1	-5	-0.1	-4.6
O=C(CN1c2cccc3cccc(c23)S1(=O)=O)NCc1ccc(Cl)cc1	-14	3	-3.7	-0.2	3	-8	32	0.1	0.2
COc1ccccc1CNC(=O)COC(=O)c1cnc(C)cn1	-7	-7	-0.3	1.2	-7	6	8	.	0.7
Cc1ccccc1-n1c(O)c(/C=C2/C(c3ccccc3)=Nc3ccccc32)c(=O)[nH]c1=O	17	-2	-1.5	1.9	7	-5	-2	9.3	47*
O=C1CCC(C(=O)N2CCc3c(Cl)cccc3C2)CN1CCCN1CCOCC1 (configuration not stated)	-2	6	-3.2	0.6	-4	-7	6	-1.0	-1.5
Cc1cc(OCC(=O)OCC(=O)NCc2ccco2)ccc1Cl	-2	?	-1.1	1.2	7	-3	5	2.4	3.4
COc1ccc(/C=N/N2CCN(C3c4ccccc4-c4ccccc43)CC2)cc1O	-1	-12	-1.3	.	0	6	3	-0.3	-1.0
CCOC(=O)C1CCCN(C(=O)c2cc(C)n(C(C)(C)C)n2)CC1 (configuration not stated)	-10	-4	-0.4	0.5	-1	-2	-8	.	-0.6
CC(Sc1nncn1C)C(=O)NCCC1=CCCCC1 (configuration not stated)	-1	0	-1.8	3.2	5	2	-3	-0.1	-0.3
CCOC(=O)C1=CN(Cc2ccco2)S(=O)(=O)NC1c1ccc(Br)cc1F (configuration not stated)	4	-10	-1.0	-1.4	7	6	-1	-0.7	-0.3
Cc1ccc(NC(=O)c2sc(Cl)nc2-c2ccccc2)cc1C	2	-1	-3.7	.	-4	-9	16	0.5	-0.1
CCOc1ccc(OCC)c(NC(=O)CSc2nc3cccnc3n2C)c1	-3	-9	0.6	2.9	0	-2	25	0.4	-1.3
COc1ccc2[nH]c(=O)c(CN(Cc3ccccc3OC)Cc3nnnn3CC3CCCO3)cc2c1 (configuration not stated)	-8	-4	-2.8	.	-2	-18	30	-0.4	-0.1
COc1ccc(OCC(=O)Nc2ccc3c(c2)nc(CCN2CCN(c4ccccn4)CC2)n3C)cc1	-1	-10	0.5	0.6	-18	5	18	.	-0.7
O=C(COc1ccc(Br)cc1)Nc1ccccc1C(=O)NC1CC1	?	?	-1.0	1.0	-1	4	6	1.2	?
Cc1cc(NC(=O)CSc2nc(C3CC3)nc3sc(C)c(C)c23)no1	5	4	0.4	.	-5	4	-1	-0.6	-0.4
Cc1cccc(C)c1Nc1nnc(SC(C)C(=O)Nc2c(C)n(C)n(-c3ccccc3)c2=O)s1 (configuration not stated)	1	-2	-1.2	0.8	-6	3	11	0.5	0.1
CCCOc1ccc(C(=O)NC(C)C(=O)O)cc1 (configuration not stated)	-1	-4	-2.4	.	0	-10	2	-0.3	-2.7
COc1ccccc1NC(=O)C(C)OC(=O)CCCOc1ccccc1 (configuration not stated)	-4	-4	-0.9	0.8	5	-1	14	-1.3	2.0
Cc1ccc(C)c(-n2c(SCC(=O)Nc3nnc(C)s3)nnc2-c2ccoc2C)c1	3	9	-0.3	.	-2	1	0	-1.0	0.1
COc1ccccc1-c1cc(NC=O)c2ncc(-c3ccc(F)cc3)n2c1	0	3	-0.8	1.0	7	15	25	.	0.0
Cc1noc(C)c1CN(C(=S)NC1CC1)c1ccccc1	1	-3	-2.4	-0.1	-6	-8	1	-0.5	0.0
COc1ccc(-c2nc(CN3CCN(Cc4ccccc4)CC3)c(C)o2)cc1	-5	-1	-0.9	0.8	-2	8	40	-0.2	0.1
COC(=O)[C@]12CCCCC=C1N(Cc1ccccc1)C(=O)[C@H](CC(=O)NCc1cccc3ccccc13)C2	-10	-8	.	0.2	3	8	.	.	-0.9
COc1ccc(NC(=O)Nc2ccc3[nH]ccc3c2)cc1	.	.	0.5	1.3	4	5	-2	.	.
CCCc1cc(=O)[nH]c(SCC(=O)NC(=O)c2ccccc2)n1	-3	-1	1.2	1.0	.	.	8	-0.3	0.1
CC(=O)Oc1ccc2c(C)c(CC(=O)N3CCN(C(=O)C4COc5ccccc5O4)CC3)c(=O)oc2c1C (configuration not stated)	-3	0	0.3	2.6	-6	-123	37	0.6	0.5
O=C(Nc1ccc(OC(F)F)cc1)c1ccccn1	-3	-6	-0.9	-0.9	1	1	6	0.0	-0.8
Cc1ccc2nc(-c3ccc(O)c(O)c3)cn2c1	16	?	0.4	0.4	6	-15	-3	-1.1	-1.9
COCCCNP1(=O)OCC(C)([N+](=O)[O-])CO1 (configuration not stated)	1	5	-1.1	1.1	10	6	-5	-3.1	0.1
CC1(C)CC(=O)C2=C(C1)Nc1ccccc1NC2c1nc2ccccc2[nH]1 (configuration not stated)	10	-6	-2.3	1.9	-3	5	-3	-0.1	-0.3
O=Cc1ccc(C(=O)OCC(=O)Nc2ccc(F)cc2F)cc1	0	20	-3.6	-0.1	1	-16	5	-0.4	-1.1
CC1CCN(S(=O)(=O)c2ccc3c(c2)N(CC(=O)NCCCN2CCCC(C)C2)C(=O)CS3)CC1 (configuration not stated)	4	3	-3.6	1.6	-12	0	-3	-1.0	1.0
COc1ccc(-c2cc3ccc(OCC(=O)NCC4CCC(C(=O)O)CC4)cc3oc2=O)cc1 (configuration not stated)	-14	-13	-1.7	0.5	-16	-195	5	-1.9	-0.7
COc1ccc(S(=O)(=O)Cc2ccc(C(=O)N3CCN(Cc4ccccc4)CC3)o2)cc1	2	4	-1.0	-2.9	4	-6	18	-0.5	-0.1
COc1ccc2c(CC(=O)OCC(=O)NC(=O)c3cccn3C)coc2c1	0	-3	-1.8	.	-2	0	-3	?	0.2
CC1(C(=O)NS(=O)(=O)c2cccs2)CCN1C(=O)CC1CC1 (configuration not stated)	1	-4	-0.3	0.0	-1	-11	7	.	0.1
COc1cccc(/C=C(/C(=O)OCC(=O)NCC2CCCO2)c2ccccc2)c1 (configuration not stated)	0	1	-2.1	-0.5	-1	3	26	0.4	-1.3
C[C@@H]1CN([C@H](C)CO)C(=O)CCCn2cc(nn2)CO[C@H]1CN(C)S(=O)(=O)c1ccccc1F	-14	2	0.5	0.4&0.9&0.0	-3	8	.	.	-1.1
O=C1CCC[C@@H]2Cc3nc4ccc(Cl)cc4cc3[C@@H]3CCN1[C@H]23	1	-3	-4.0	1.5	-2	0	3	-2.0	-0.4
C[C@H]1CN([C@@H](C)CO)C(=O)c2cc(-c3cccc(C#N)c3)cnc2O[C@H]1CN(C)C(=O)c1ccccn1	1	4	-3.4	0.1&0.2&0.8	-5	-8	11	.	0.1
Cc1cccc(NC(=O)CC23CC4CC(C2)CC(n2nnc(C)n2)(C4)C3)c1	0	-2	-4.1	2.5	1	7	8	0.3	-0.1
CC(C)[C@H](NC(=O)c1ccccc1)C(=O)OCC(=O)N1CCCc2ccccc21	-1	-2	1.5	0.6	7	-8	23	0.9	-0.6
COC(=O)CCSc1nc(N2CCOCC2)c2c(c1C#N)CC(C)(C)OC2	4	-1	-1.6	-0.2	-4	-19	-2	-0.2	1.6
Cc1ccsc1C(=O)OCC(=O)NCc1ccc(Cl)cc1	4	-2	-2.9	-0.2	3	4	3	-0.4	0.1
The list continues.
SMILES	Anthrax LF inh2	BoNT-F LC inh	FadD28 FP inh	TcdB inh	PrPC surface inh	CCHF vOTU inh	Yp Topo-I inh	PfHsp40 yeast	BoNT A protease
O=C(CNC(=O)c1ccc([N+](=O)[O-])cc1)N/N=C/c1c[nH]c2ccccc12	-1	-4	?	0.4	-20	4	-12	5.7	-0.6
Cc1oc(-c2cccc(Cl)c2)nc1CN1CCC(C(=O)N2CCN(c3ccccn3)CC2)CC1	-6	-1	-0.1	.	.	.	4	0.4	-0.9
Cc1ccc(C(=O)NCCC(=O)NCc2ccco2)cc1	-2	0	-4.8	-0.7	2	4	4	0.9	0.6
NS(=O)(=O)c1ccc(CNC(=O)Cc2ccc(S(=O)(=O)N3CCOCC3)s2)cc1	0	6	-0.3	1.5	-7	8	1	-0.8	0.3
CN1CCCN(C(=O)COc2ccc(F)cc2Cl)CC1	1	-1	-2.4	1.7	-3	-7	6	-0.5	0.1
COc1cc(C)ccc1S(=O)(=O)NC(=O)C1(C)CCN1C(=O)COc1ccc(Cl)cc1 (configuration not stated)	-4	-2	-0.4	-0.5	6	-2	10	.	-0.1
COc1ccc(OC)c(S(=O)(=O)N2CCC(C(=O)N3CCCC3)CC2)c1	-6	6	-0.8	-2.0	-1	5	4	-0.4	-1.0
O=C1NCN(c2ccccc2)C12CCN(C(c1ccnc3ccccc13)c1nnnn1C1CCCCC1)CC2 (configuration not stated)	-3	-6	-3.2	-0.3	2	1	.	.	-0.9
O=C1CC(/C=C/c2ccccc2)(C(=O)NC2CCCC2)N1c1ccc(S(=O)(=O)N2CCCC2)cc1 (configuration not stated)	-6	-9	-1.1	0.6	-4	-17	17	4.4	-0.6

Three consecutive entries already listed, quoted:
SMILES	Anthrax LF inh2	BoNT-F LC inh	FadD28 FP inh	TcdB inh	PrPC surface inh	CCHF vOTU inh	Yp Topo-I inh	PfHsp40 yeast	BoNT A protease
COc1ccc(OC)c(S(=O)(=O)N2CCC(C(=O)N3CCCC3)CC2)c1	-6	6	-0.8	-2.0	-1	5	4	-0.4	-1.0
O=C1NCN(c2ccccc2)C12CCN(C(c1ccnc3ccccc13)c1nnnn1C1CCCCC1)CC2 (configuration not stated)	-3	-6	-3.2	-0.3	2	1	.	.	-0.9
O=C1CC(/C=C/c2ccccc2)(C(=O)NC2CCCC2)N1c1ccc(S(=O)(=O)N2CCCC2)cc1 (configuration not stated)	-6	-9	-1.1	0.6	-4	-17	17	4.4	-0.6

Bioassay records from PubChem.
